Screens (PubChem BioAssay)
MCL1-BIM inh: MCL1-BIM-BH3 interaction inhibition (human); inhibition, % at 10.9 µM; 320,000 tested, 0.68% active; GST-MCL1 / FITC-Bim-BH3 fluorescence polarization; Q07820;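 active = inhibition above the mean inhibition of all tested compounds plus 3 SD, set per campaign, cut at about 40% in these data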;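 also: 0% = DMSO wells and 100% = unlabeled Bim-BH3 peptide control; higher means more loss of mP so more displacement of Bim peptide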
Efflux pump mplx: inhibitors of Candida antifungal efflux pumps expressed in yeast | AID 485275 | S. cerevisiae Candida pump triplex, Nile Red efflux | inhibition, % at 10 µM | 330,000 tested, 0.44% active;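 active = plate passing quality check with inhibition over a set limit, or well fluorescence over plate mean plus 4 SD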;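 also: Nile Red retained in pooled yeast measured as flow cytometry median fluorescence; 0% = buffer negative control and 100% = Enniatin B positive control; higher means more Nile Red kept so more efflux inhibition; some compounds called inactive have numbers as strong as hits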
Bcl-xL primary: Bcl-xL (human) inhibition. 320,000 tested, 0.7% active. Q07817. GST-Bcl-xL / FITC-Bim BH3 peptide fluorescence polarization. inhibition, % at 10.9 µM. AID 2129;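 active = inhibition above the mean of all tested compounds plus 3 SD, cutoff set per campaign, cut at about 30% in these data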;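 also: 0% = DMSO wells and 100% = unlabeled Bim-BH3 peptide competitor; inhibitors lower millipolarization by displacing the labeled peptide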
Target sequence (Q07817 whole entry, looked up): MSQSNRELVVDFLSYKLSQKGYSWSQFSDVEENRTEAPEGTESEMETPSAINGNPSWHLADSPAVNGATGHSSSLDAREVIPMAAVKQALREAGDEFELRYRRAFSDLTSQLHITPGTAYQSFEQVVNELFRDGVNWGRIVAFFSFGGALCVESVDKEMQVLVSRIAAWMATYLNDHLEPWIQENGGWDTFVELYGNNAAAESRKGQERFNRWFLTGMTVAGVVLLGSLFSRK
ZTA DNA inh: ZTA (EBV) inhibition in EBNA-1 counter-screen; 320,000 tested, 0.15% active; P03206; ZTA-DNA binding, fluorescence polarization; inhibition, % at 11 µM; in the data active = inhibition above about 33%
Target sequence (P03206 whole entry, looked up): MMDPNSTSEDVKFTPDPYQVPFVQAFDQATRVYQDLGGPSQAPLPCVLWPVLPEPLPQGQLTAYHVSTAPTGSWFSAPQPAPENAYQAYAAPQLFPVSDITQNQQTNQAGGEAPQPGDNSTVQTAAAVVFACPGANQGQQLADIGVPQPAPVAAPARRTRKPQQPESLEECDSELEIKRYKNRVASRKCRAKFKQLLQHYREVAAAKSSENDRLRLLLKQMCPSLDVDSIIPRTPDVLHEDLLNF
MEX-5 binding: C. elegans MEX-5 TCR-2 RNA binding activity | Q9XUB2 | MEX-5/FITC-TCR2 RNA binding, fluorescence polarization; active compounds read low | activity score (negative = inhibition of binding), % at 10 µM | 300,000 tested, 0.38% active | AID 1832;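 active = inhibition past about -25% in most replicates, and total fluorescence under double the plate's negative control median, limit read from the data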;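 also: 0% = DMSO and -100% = 5 µM competing unlabeled TCR2 RNA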
Yeast superoxide: lowers age-related superoxide in aged yeast cells. superoxide response (% of plate mean), % at 10 µM. 330,000 tested, 0.18% active. AID 2690. S. cerevisiae aged cells, superoxide DHE fluorescence; active compounds read low;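 active = superoxide response under a set limit, about three screen SD below normal, cut at about 65% in these data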;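 also: yeast aged for seven days with compound at 30 °C before DHE staining; 100% = average MFI of all compound-treated wells on the plate with controls excluded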
GLD-1 TGE inh: GLD-1-TGE RNA interaction inhibition (C. elegans); inhibition, % at 5.96 µM; Q17339; 320,000 tested, 0.44% active; purified GLD-1 + fluorescein TGE RNA, fluorescence polarization;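 active = percent inhibition above a per-plate cutoff, the plate mean of test compounds plus 3 SD, cut at about 30% in these data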;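 also: 0% = DMSO wells with GLD-1 and probe and 100% = wells lacking GLD-1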
Target sequence (Q17339 whole entry, looked up): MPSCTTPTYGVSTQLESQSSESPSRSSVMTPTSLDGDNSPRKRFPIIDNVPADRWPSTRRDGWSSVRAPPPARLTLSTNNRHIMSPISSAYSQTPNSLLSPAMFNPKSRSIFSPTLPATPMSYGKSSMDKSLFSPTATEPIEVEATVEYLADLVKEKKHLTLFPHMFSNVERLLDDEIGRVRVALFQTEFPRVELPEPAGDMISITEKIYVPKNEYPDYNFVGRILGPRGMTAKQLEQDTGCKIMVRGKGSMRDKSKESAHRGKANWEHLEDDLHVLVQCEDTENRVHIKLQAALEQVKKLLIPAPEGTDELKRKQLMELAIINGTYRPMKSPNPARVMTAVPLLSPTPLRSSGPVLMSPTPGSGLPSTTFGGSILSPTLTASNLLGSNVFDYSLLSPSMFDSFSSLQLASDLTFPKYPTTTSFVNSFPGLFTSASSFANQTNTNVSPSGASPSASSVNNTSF
EBNA-1 inhibitor: blocks EBNA-1 binding to DNA; EBNA-1 DNA binding, fluorescence polarization; inhibition, % at 14.8 µM; 300,000 tested, 0.34% active; AID 1950; in the data active = inhibition above about 28%
Fam108B inh: counter-screen for RBBP9 inhibitors: inhibitors of mouse Fam108B; 300,000 tested, 0.33% active; AID 1947; recombinant Fam108B, FP-Rh probe fluorescence polarization; inhibition, % at 9.51 µM;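 active = inhibition above the screen mean inhibition plus 3 SD, computed separately per campaign, cut at about 18% in these data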;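 also: inhibitors lower polarization as less probe binds the enzyme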
* marks the source's active call; other numbers are inactive results; nt = not tested or not shown.

Values run as follows: MCL1-BIM inh	Efflux pump mplx	Bcl-xL primary	ZTA DNA inh	MEX-5 binding	Yeast superoxide	GLD-1 TGE inh	EBNA-1 inhibitor	Fam108B inh
1: CC[C@@H](C)[C@H](NC(=O)CNC(=O)Cc1c(C)c2c(cc(C)c3c(C)coc32)oc1=O)C(=O)O
    4	0.0	3	8	1.6	89	-2	15	-5
2: CCCCN(CC)C(=O)c1ccc(-c2ccccc2)cc1
    6	0.5	6	15	0.8	94	5	16	1
3: CCOC(=O)c1cc(-c2ccccc2)n(CC(=O)NC(C)(C)C)c1C
    6	0.0	5	-3	3.0	106	2	2	1
4: O=C(NC1CCS(=O)(=O)C1)c1ccc(N2CCCCC2)c([N+](=O)[O-])c1 (centres undefined)
    4	0.2	5	-4	-0.7	108	5	-3	4
5: COC(=O)c1ccccc1NC(=O)CNc1ccc(F)c(S(=O)(=O)N2CCOCC2)c1
    -3	0.0	-4	-2	nt	81	-3	nt	nt
6: O=C(c1cc(-c2ccccc2Cl)nc2ccc(Br)cc12)N1CCN(c2ccccn2)CC1
    10	5.3*	6	0	0.7	105	6	-8	-1
7: COc1cccc(C(=O)c2c(C)c(CCC#N)n3ccccc23)c1
    4	0.1	2	2	2.5	115	15	-9	-5
8: Cc1ccc(S(=O)(=O)CCC(=O)N2CCN(c3ccccc3F)CC2)cc1
    5	0.0	1	5	0.0	94	5	12	5
9: Cc1ccc(SC[C@H](C)CN2CC[C@H](C)CCC2=O)cc1
    2	0.1	5	-3	0.9	100	1	2	1
10: O=C(O)c1ccc(/C=N/NC(=O)c2ccc(F)cc2)cc1
    0	-0.1	3	-1	-4.0	110	7	9	-4
11: Cc1cc(NC(=O)CSc2nc3c(c(=O)n2Cc2ccccc2)SC(C)C3)no1 (centres undefined)
    0	0.1	4	3	0.3	97	5	0	5
12: CC(NC(=O)/C(C#N)=C1\N=C(NC(=O)c2cccs2)c2ccccc21)c1ccccc1 (centres undefined)
    -19	0.0	-6	1	0.0	107	-2	18	2
13: CC1(c2ccccc2)NC(=O)N(CC(=O)NCc2cccc(Cl)c2)C1=O (centres undefined)
    -21	-0.1	-3	-7	-1.2	99	1	-2	-1
14: CCOc1ccc(S(=O)(=O)N2CCOCC2)cc1NC(=O)CSCc1c(C)noc1C
    -21	0.1	0	-4	-0.7	84	4	-10	-3
15: O=C(Nc1ncc2c(n1)-c1ccccc1OC2)c1ccccc1Cl
    5	1.0	4	-17	-2.9	131	-4	-6	0
16: O=C(NCCc1c[nH]c2ccccc12)c1ccc([N+](=O)[O-])cc1
    4	0.2	4	-12	-0.5	110	5	-6	0
17: Cn1c(=O)c2cc3c(nc2n(C)c1=O)CC(c1ccccc1)CC3=O (centres undefined)
    2	0.1	7	2	-0.2	86	-4	1	0
18: COc1ccc(NC(=O)CCN2CCN(S(=O)(=O)c3ccc(Br)cc3)CC2)cc1
    6	0.1	2	-5	1.4	91	0	-9	1
19: O=C(O)/C=C/C(=O)Nc1cc(F)ccc1F
    -2	0.3	2	18	-1.1	116	-4	0	-1
20: Cc1ccc(CC(=O)NCc2cccnc2)cc1
    5	-0.1	5	8	-0.9	97	4	14	4
21: COc1cccc(NC(=O)Cc2nnc(SCC(=O)NC(C)c3ccccc3)n2C)c1 (centres undefined)
    2	0.3	1	2	0.8	98	1	-5	0
22: CCOc1cc(/C=N\NC(=O)c2ccc(NC(=O)C(C)(C)C)cc2)ccc1OC(=O)c1ccc(OC)cc1
    2	0.4	0	-6	-1.2	86	4	-14	-1
23: CC(C(=O)N1CCOCC1)n1cc([N+](=O)[O-])cn1 (centres undefined)
    2	-0.1	0	12	1.6	130	5	-5	2
24: O=C(Nn1cnnc1)c1ccc(F)c(S(=O)(=O)N2CCCCC2)c1
    4	-0.1	6	8	-0.6	96	-3	6	-2
25: COc1ccc(CN2Cc3cccc4c3[C@@H](CC2=O)[C@H](O)[C@H](O)C4)cc1
    5	0.1	6	-14	nt	103	4	nt	nt
26: CCN(CC)CCCN(C(=O)c1ccco1)c1nc(-c2ccc(Cl)cc2)cs1
    11	0.0	-3	13	-1.9	96	-2	-11	-6
27: Cc1cc(C(=O)COC(=O)c2cccnc2Cl)c(C)n1-c1c(C)n(C)n(-c2ccccc2)c1=O
    -5	0.1	-8	-9	0.4	119	7	-12	-1
28: CC(Sc1ccc(S(=O)(=O)N2CCN(C)CC2)cn1)C(=O)NC1CCCCC1 (centres undefined)
    -5	-0.5	-1	-5	nt	87	4	nt	nt
29: O=C(Cc1ccccc1)NCCSCc1ccc(Cl)cc1
    2	-0.3	-3	-1	-0.1	92	4	1	3
30: COc1ccc(-c2csc(NC(=O)Cc3ccccc3)n2)cc1OC
    3	-0.1	0	-14	2.7	91	7	-15	-3
31: Fc1ccc(N2CCN(c3nc(CN4CCOCC4)nc4scc(-c5ccccc5)c34)CC2)cc1
    5	0.4	0	5	-0.7	86	-14	-11	3
32: COc1ccc(/C(C)=N/NC(=O)CNC(=O)c2cccs2)cc1
    2	0.0	1	6	-0.8	92	7	6	-2
33: CC(Oc1ccc(Br)cc1)C(=O)Nc1ccc(S(=O)(=O)N(C)C2CCN(C)CC2)cc1 (centres undefined)
    -19	-0.1	-15	9	0.6	90	8	10	-1
34: Cc1ccc(SC(C)C(=O)NCc2ccncc2)cc1 (centres undefined)
    -18	-0.1	-11	0	-1.9	90	4	4	-4
35: CCCC(=O)Nc1cc2c3c(c1)CCN3C(=O)CC2
    4	0.1	1	-4	-1.4	92	2	1	5
36: COc1cc(OC)cc(-c2cc3ccc(OC)cc3cn2)c1
    -3	-0.1	-2	-8	nt	85	4	nt	nt
37: Fc1ccc(OCCn2cnc(Cl)c2Cl)cc1
    7	0.1	0	7	0.7	97	1	5	-2
38: Cc1ccc(-c2nn(C)c(=O)c3ccccc23)cc1CNC(=O)NC1CCCCC1
    -2	0.0	-1	9	0.1	90	-7	9	0
39: C=CCSc1nnc2c(n1)OC(C)=Nc1ccc(Br)cc1-2
    12	0.0	10	6	-3.0	113	0	-1	6
40: CCOc1ccc(NC(=S)NC(=O)/C=C/c2ccc(Br)cc2)c([N+](=O)[O-])c1
    2	0.0	-1	4	2.2	99	-7	2	-7
41: Cc1ccc2sc(N(CCCN(C)C)C(=O)CN3C(=O)c4ccccc4C3=O)nc2c1C
    17	0.0	1	-2	2.3	108	-5	-1	2
42: CC(=O)C(CC(=O)N1CCCc2ccccc21)C(=O)Nc1ccc(F)cc1 (centres undefined)
    -7	0.0	1	7	0.0	106	-5	-1	-4
43: O=C(NC1CCCc2c1cnn2-c1cc(F)cc(F)c1)c1ccncc1 (centres undefined)
    -1	0.4	5	-28	-7.9	87	2	2	2
44: COC(=O)c1ccc(CN2CCC(CO)(CCOc3ccccc3)CC2)cc1
    5	0.1	5	-7	3.5	90	2	-18	0
45: CCOC(=O)c1ccc(N2NC(=O)/C(=C/c3ccc(OC(=O)c4ccco4)c(OC)c3)C2=O)cc1
    20	0.2	15	2	-1.5	93	4	-4	9
46: Cc1ccc(N(CC(=O)Nc2ccc3c(c2)OCCO3)S(C)(=O)=O)cc1
    1	-0.2	2	-2	-0.8	100	-1	8	1
47: CC1Nc2ccccc2C(=O)N1NS(=O)(=O)c1ccccc1 (centres undefined)
    -3	0.3	3	10	-0.8	91	1	-1	6
48: COc1cccc(/C=C/C(=O)NNC(=O)c2ccncc2)c1OC
    -2	0.2	7	-8	nt	87	0	nt	nt
49: CCc1nnc(NS(=O)(=O)c2ccc(NC(=O)Nc3ccc(OC)cc3)cc2)s1
    5	0.1	6	-10	-0.6	108	2	-2	-2
50: CC(=O)c1c[nH]c(C(=O)NCc2cccc(C(F)(F)F)c2)c1
    -3	0.0	2	-22	0.2	84	3	-13	2
51: O=C(CCCCC(=O)Nc1ccc(F)cc1F)Nc1ccc(F)cc1F
    -7	0.0	4	3	-0.4	84	4	2	-1
52: COc1ccccc1C(=O)NC(=O)COC(=O)CCS(=O)(=O)c1ccc(C)cc1
    -4	-0.1	-1	-2	-1.3	99	3	11	1
53: Clc1ccc(Cn2cccn2)cn1
    4	0.2	4	-3	0.9	98	-3	-5	-11
54: CC(=O)Nc1cc(Br)ccc1O
    2	0.0	6	6	3.8	96	3	3	-4
55: Fc1ccc(/C=N/NC(=S)Nc2cccnc2)cc1F
    2	0.2	-1	4	-0.6	130	3	-9	0
56: CCOC(=O)c1cccc(Nc2ncnc3ccccc23)c1
    -1	0.0	-1	6	3.9	99	0	0	2
57: O=C(N/N=C/C=C/c1ccccc1)c1ccc(Br)cc1
    5	0.2	5	0	2.6	93	1	11	1
58: Clc1ccc(N/N=C/c2ccncc2)cc1Cl
    8	-0.2	8	6	1.1	81	5	11	9
59: N#CCCn1c(O)c(N=NC(=O)CNC(=O)c2cccs2)c2ccccc21
    6	-0.1	4	-6	1.0	107	-3	8	-5
60: Cc1nc(C(=O)N(C)C)nn1-c1ccc([N+](=O)[O-])cc1
    2	0.0	9	1	-0.5	110	-1	9	-3

(further entries)
Values run as follows: MCL1-BIM inh	Efflux pump mplx	Bcl-xL primary	ZTA DNA inh	MEX-5 binding	Yeast superoxide	GLD-1 TGE inh	EBNA-1 inhibitor	Fam108B inh
61: Cc1ccc2cc(C#N)c(N3CCCN(C(=O)c4cnccn4)CC3)nc2c1
    -1	-0.1	6	10	-9.7	94	6	-13	0
62: COc1ccc(-c2cc3c(=O)n(CC(=O)NCCN4CCCC4)nc(C)n3n2)cc1
    0	0.0	-1	0	0.1	125	-3	1	0
63: CCn1c(=O)c(=O)[nH]c2c(=O)oc3ccc(S(=O)(=O)Nc4ccc(OC)cc4)cc3c21
    3	0.1	5	-9	-1.4	139	-8	-7	0
64: Cc1ccc(NC(=O)CSc2nnc(C3CC3)n2C)cc1S(=O)(=O)N1CCCCC1
    -1	0.3	-5	24	nt	104	2	nt	nt
65: CCC1CCCCN1CC(O)COCc1cccc(OC)c1 (centres undefined)
    -2	-0.2	-1	11	-4.5	100	0	10	-1
66: Cc1ccc(C)c(S(=O)(=O)NNC(=O)c2sc(NS(=O)(=O)c3ccccc3)nc2C)c1
    7	0.0	2	-5	-2.3	81	9	1	-1
67: O=C(Nc1nc2ccccc2s1)Nc1ccc([N+](=O)[O-])cc1Cl
    -3	-0.1	1	-1	1.5	97	7	-13	-23
68: COc1nc(Oc2ccc(/C=N/O)cc2)nc(N(C)C)n1
    5	0.0	2	1	2.1	91	3	2	0
69: CC(=O)c1cccc(NC(=O)CSc2nc(N3CCOCC3)nc(N3CCOCC3)n2)c1
    0	0.0	2	11	-4.5	98	3	11	0
70: CCOc1cc(/C=C(\C#N)C(=O)NCC2CCCO2)ccc1OCC(N)=O (centres undefined)
    -7	0.1	-6	-11	1.7	105	3	11	3
71: COc1ccc(Cn2c(=S)[nH]c3ccccc3c2=O)cc1
    3	0.1	0	18	-0.8	92	3	5	-3
72: CC(=O)c1ccc(O)c(CSc2nncn2C)c1
    -2	0.0	-1	9	1.3	98	-1	-3	-3
73: O=C(c1ccco1)N1CCN(C(=O)c2cc(-c3ccccc3F)no2)CC1
    9	-0.1	0	14	0.2	115	1	2	-2
74: COc1ccc(CCC(=O)OCC(=O)Nc2ccc(OC)c(OC)c2)cc1OC
    1	-0.1	5	11	-0.5	108	3	10	0
75: CC(C)(C)C(O)CN1CCCC1 (centres undefined)
    -7	0.0	-11	1	-2.7	89	1	6	-1
76: CC1CN(S(=O)(=O)c2ccc(-c3nc4ccccc4s3)cc2)CC(C)O1 (centres undefined)
    14	-0.1	6	9	1.2	103	4	3	-4
